TSHR antag = blocks TSH signaling through the human TSH receptor; TSHR-expressing cells, TSH-stimulated cAMP HTRF, 2 h; active compounds read low; 330,000 compounds, 0.2% hits; AID 504810; activity change, negative = inhibition, % at 11.5 µM;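 active means activity change below a set negative limit, meaning inhibition stronger than a set level, cut at about -70% in these data; inconclusive means activity change between two set negative limits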; further: on the % scale 0 is the no-effect control and ±100 the full control effect
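TSHR-expressing cells, 200/well, pre-treated with compound, then stimulated with EC80 TSH (4nM final) for 2 hours at 37 deg C. cAMP measured by competitive HTRF: anti-cAMP cryptate antibody in lysis buffer plus cAMP-d2, read after 30 minutes at room temperature.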
AT treatment = potential ataxia-telangiectasia treatment; […] A-T fibroblasts, KAP-1 phosphorylation AlphaLISA; neocarzinostatin DNA damage 30 min before lysis; Potency, µM (titrated, usually from 57.5 µM), for inactives: at the highest dose activation, usual class: activators; 320,000 compounds, 0.19% hits; further: potency means the concentration at half of the fitted maximal effect; % of control where 0% means no effect; nearly all actives have a fitted effect of over 45% in size
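ATM-like activity read as KAP-1 phosphorylation via AlphaLISA donor/acceptor antibody pairs after lysis and 6 hr at 25C. Cells were ATM-null patient fibroblasts ([…], hTERT), dosed 60 min, then exposed to the DSB inducer NCS for 30 min.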
BCR signal inh = chronic active BCR signaling inhibition. ABC-DLBCL IkBa-CBG/CBR reporter, luminescence ratio, 4 h. Potency, µM (highest dose often 46.1 µM), without a hit: at the top dose ratio change, negative = lower green/red ratio, usual class: inhibitors. 340,000 compounds, 0.05% hits; active means well fitted inhibition curve with a large enough effect in the signal ratio, with a control signal flat, not every such curve was filed as active; inconclusive means small, poorly fitted or top-dose-only effect, or effect the other way, or a change in a side signal; the % refers to the signal ratio;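 further: potency means the concentration at half of the fitted maximal effect; plate controls were basal doxycycline-induced cells for no effect and cells given 10 µM MG132 for full effect; MG132 reads +100%, hits lower the ratio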
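Cell line TMD8 (human ABC DLBCL), stably expressing tet-inducible CBG68-IkBa fusion and CBR; IMDM/0.5% FBS; cpd up to 46 uM; dox induction, 4 h, 37C/5% CO2; dual luminescence; green/red ratio; MG132 control.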
Eya2 inh = blocks the phosphatase activity of human Eya2; recombinant Eya2, OMFP fluorescence dephosphorylation (OMFP is methylfluorescein phosphate); O00167; Potency, µM (series often up to 76.9 µM), without a hit: at the highest dose activity, negative = inhibition, actives largely listed as inhibitors; 330,000 compounds, 0.006% hits; further: potency means the concentration at half of the fitted maximal effect; on the % scale 0 is the no-effect control and ±100 the full control effect
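Eya2 protein (added as 0.2 uM solution) was preincubated with compound for 10 min at ambient temperature in 50 mM HEPES pH 7.5, 50 mM NaCl, 5 uM MgCl2, 0.05% BSA, 1 mM DTT. OMFP (added at 50 uM) then reacted 10 min; fluorescence read at 485/525 nm.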
S-ASM inh = blocks human secretory acid sphingomyelinase; P17405; placental ASM, HMU-PC fluorogenic substrate, 60 min; Potency, µM (titrated, usually from 57.5 µM), inactives show at the highest dose activity change, negative = inhibition, most hits filed as inhibitors; 340,000 compounds, 0.006% hits; AID 504937; further: potency means the concentration at half of the fitted maximal effect
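Fluorescence read-out (Ex 386 nm, Em 447 nm) after stopping the reaction at pH 10. Enzyme: ASM from human placenta; substrate HMU-PC0, 9 uM final; 60 min, 37 °C. Compound preincubation 10 min, ambient temperature.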
TSG101-PTAP inh = blocks PTAP/TSG101 interaction to inhibit HIV-1 budding; AID 493005; Fluorescence polarization, FITC-PTAP peptide / Tsg101 binding; Potency, µM (top dose mostly 115 µM), inactives show at the top dose activity change, negative = inhibition, most hits filed as inhibitors; 340,000 tested, under 10 active; Q99816; active means well fitted inhibition curve with a large enough effect in the main read-out, with a control signal flat, not every such curve was filed as active; inconclusive means small, poorly fitted or top-dose-only effect, or effect the other way, or a change in a side signal; inactive means no such curve, though single readings can be large or run the other way; further: potency means the concentration at half of the fitted maximal effect; % of control where 0% means no effect
Target sequence (Q99816 whole entry, looked up): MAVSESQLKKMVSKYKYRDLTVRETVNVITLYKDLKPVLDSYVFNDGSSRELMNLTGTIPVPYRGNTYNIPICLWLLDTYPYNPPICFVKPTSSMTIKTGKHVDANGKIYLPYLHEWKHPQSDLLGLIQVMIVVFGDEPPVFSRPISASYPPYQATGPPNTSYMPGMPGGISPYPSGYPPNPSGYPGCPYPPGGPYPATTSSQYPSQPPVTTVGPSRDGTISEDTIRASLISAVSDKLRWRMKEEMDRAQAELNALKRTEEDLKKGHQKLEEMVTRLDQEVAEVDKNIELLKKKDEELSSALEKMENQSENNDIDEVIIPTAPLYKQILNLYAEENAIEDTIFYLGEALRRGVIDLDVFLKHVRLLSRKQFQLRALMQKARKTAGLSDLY
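Fluorescence polarization binding of Tsg101 binding domain (10 uM final) to FITC-labeled PTAP peptide (50 nM final) in HEPES pH 7.5 buffer with NaCl, Tween 20, EDTA, TCEP. Compounds added before peptide; binding 20 min at RT.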
TCR activator = T cell receptor activation; primary human leukocytes, anti-CD3, IL-2 HTRF, 48 h; Potency, µM (highest dose often 9.22 µM), for the others: at the top dose activation of IL-2 secretion, most hits filed as activators; AID 504894; 330,000 tested, under 10 active; further: % of control where 0% means no effect
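Activity was scored as IL-2 release from primary human leukocytes given only a TCR signal (a-CD3 beads) plus compound for 48 hr. Detection used a two-antibody HTRF format read at 665nm.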
Mito fusion yeast = blocks mitochondrial division or promotes mitochondrial fusion; 320,000 compounds, 0.23% hits; Potency, µM (doses to about 46.1 µM), inactives show at the highest dose growth rescue (activation), actives largely listed as activators; S. cerevisiae fusion-defective mutant growth rescue, CellTiterGlo 48 h; AID 485298;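 further: potency means the concentration at half of the fitted maximal effect; % of control where 0% means no effect; nearly all actives have a fitted effect of over 45% in size; temperature-sensitive fusion mutants such as fzo1-1 at 37 °C on non-fermentable ethanol glycerol medium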
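Temperature-sensitive fusion-defective S. cerevisiae (e.g. fzo1-1, mgm1-5) were grown with compound in YPEG medium (3% ethanol, 3% glycerol) for 48 hours at 37C. Growth rescue was measured as viability by CellTiterGlo luminescence after 10 minutes at ambient.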
ELG1 DNA repair = ELG1-dependent DNA repair inhibition. 330,000 compounds, 2.3% hits. AID 504467. Potency, µM (titrated, usually from 46.1 µM), for the others: at the highest dose activity change, negative = inhibition, actives largely listed as inhibitors. HEK293T ELG1-luciferase reporter, luminescence, 16 h; DNA damage induced by 5-fluorouridine; further: potency means the concentration at half of the fitted maximal effect; on the % scale 0 is the no-effect control and ±100 the full control effect; nearly all actives have a fitted effect of over 55% in size
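In this reporter screen, reduction of luminescence relative to DMSO vehicle indicated activity. Compounds and 5-fluorouridine were added together to 2,000 cells per well, incubated for 16 hr at 37 °C, then developed with ONE-Glo.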
Integrin act MD = integrin-mediated muscular dystrophy alleviation activation | alpha7betagal myoblasts, beta-gal FDG fluorescence, 48 h | Potency, µM (titrated, usually from 38.3 µM), without a hit: top-dose activation, hits mostly activators | 350,000 compounds, 0.064% hits | AID 624291;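 further: potency means the concentration at half of the fitted maximal effect; 100% = response of the positive control SU9516; nearly all actives have a fitted effect of over 60% in size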
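Alpha7betagal+/- myoblasts (passage 13) were plated 16-24 hr, then exposed to compounds (1:260 dilution of DMSO stock) for 48 hours at 37C. After MPER lysis, β-galactosidase reporter activity was read as FDG fluorescence (ex 480/em 540) after 30 minutes.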
Tb PFK inh = blocks T. brucei phosphofructokinase. AID 485367. O15648. 330,000 compounds, 0.17% hits. Potency, µM (titrated, usually from 57.5 µM), without a hit: top-dose activity, negative = inhibition, actives largely listed as inhibitors. T. brucei PFK, ADP-Glo luminescence;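 further: potency means the concentration at half of the fitted maximal effect; 0% = uninhibited 1x PFK enzyme wells and -100% = no-enzyme wells; nearly all actives have a fitted effect of over 60% in size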
Target sequence (O15648 whole entry, looked up): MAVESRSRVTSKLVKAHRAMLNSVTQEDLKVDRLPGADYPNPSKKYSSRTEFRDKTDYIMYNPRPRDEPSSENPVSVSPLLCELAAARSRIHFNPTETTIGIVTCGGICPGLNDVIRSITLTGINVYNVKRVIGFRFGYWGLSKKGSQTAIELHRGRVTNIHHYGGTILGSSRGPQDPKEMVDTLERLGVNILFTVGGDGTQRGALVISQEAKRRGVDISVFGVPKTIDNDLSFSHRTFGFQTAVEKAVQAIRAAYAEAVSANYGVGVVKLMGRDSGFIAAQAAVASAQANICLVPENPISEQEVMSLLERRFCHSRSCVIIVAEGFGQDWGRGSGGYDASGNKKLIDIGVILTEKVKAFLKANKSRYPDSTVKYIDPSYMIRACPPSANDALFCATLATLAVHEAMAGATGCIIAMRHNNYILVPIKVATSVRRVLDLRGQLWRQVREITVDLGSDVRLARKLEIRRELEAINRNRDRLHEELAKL
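ADP-Glo luminescence quantified ADP after 45 min at room temperature, with 1.25 nM T. brucei PFK, 0.1 mM ATP and 0.5 mM fructose-6-phosphate in pH 8.0 TEA buffer. qHTS titrations up to 57 µM; curves classified by quality.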
* marks the source's active call; other numbers are inactive results; ? = inconclusive; / = not tested or not shown; [ ] = remark or other dose. Unless noted, the call rests on the fitted dose curve; in most records, active means well fitted curve in the direction sought with a large enough effect; inconclusive means small, poorly fitted or top-dose-only effect, or another doubt; inactive means no such curve, though single readings can be large; an effect the other way counts as inactive or inconclusive. Outcome played no part in choosing rows; about 3.2% have a hit in one of these screens.

Compound	TSHR antag	AT treatment	BCR signal inh	Eya2 inh	S-ASM inh	TSG101-PTAP inh	TCR activator	Mito fusion yeast	ELG1 DNA repair	Integrin act MD	Tb PFK inh
CN(C(=O)CN1C(=O)NC(c2ccccc2)(c2ccccc2)C1=O)C1CCS(=O)(=O)C1 (stereo not given)	28	-6%	0%	20%	7%	-4%	-2%	-1%	3%	-1%	-2%
COc1cccc(NC(=O)CSc2nc3ncc(Br)cc3[nH]2)c1	-1	5%	?	1%	-6%	-3%	1%	-4%	10%	7%	-5%
O=C(c1ccc(CS(=O)Cc2ccc(Cl)cc2)o1)N1CCN(c2ccccc2)CC1 (stereo not given)	-12	-1%	9%	-2%	-2%	1%	6%	17%	?	-12%	-2%
CC(NC(=O)C12CC3CC(CC(C3)C1)C2)C(=O)N/N=C/C1=C(N2CCOCC2)C(=C\c2cccc([N+](=O)[O-])c2)/CC1 (stereo not given)	-2	/	?	1%	-9%	-4%	-6%[46.1 µM]	3%	6.5µM*	2%	1%
CC(NCc1ccncc1)C12CC3CC(CC(C3)C1)C2 (stereo not given)	21	-2%	4%	3%	6%	1%	-1%	?	3%	7%	3%
Cc1cc(C(=O)Nc2nnc(C3CCCCC3)s2)no1	/	/	/	/	-4%	-9%	3%	-5%	/	2%	/
COc1ccc(OC)c(NC(=O)c2c(NC(=O)c3ccco3)sc3c2CCC3)c1	0	11%	0%	21%	/	/	/	2%	-6%	/	2%
CCCCN1C(=O)C(=O)N(CC(=O)Nc2ccccc2C(=O)OCC)C1=O	25	7%	-14%	19%	-1%	-2%	3%	4%	-14%	9%	-2%

Copied from the list:
CC(NC(=O)C12CC3CC(CC(C3)C1)C2)C(=O)N/N=C/C1=C(N2CCOCC2)C(=C\c2cccc([N+](=O)[O-])c2)/CC1 (stereo not given) | TSHR antag: -2
CN(C(=O)CN1C(=O)NC(c2ccccc2)(c2ccccc2)C1=O)C1CCS(=O)(=O)C1 (stereo not given) | ELG1 DNA repair: 3%

New compounds follow.
Compound	TSHR antag	AT treatment	BCR signal inh	Eya2 inh	S-ASM inh	TSG101-PTAP inh	TCR activator	Mito fusion yeast	ELG1 DNA repair	Integrin act MD	Tb PFK inh
CCOC(=O)c1ccccc1NC(=O)c1cc(S(=O)(=O)N2CCOCC2)ccc1F	9	-4%	10%	-9%	0%	-5%	9%	5%	-16%	-26%	-6%
CC(=O)c1ccc(-n2c(CCC(=O)O)ccc2-c2ccc(Cl)cc2)cc1	-15	-1%	3%	0%	0%	-9%	2%	18%	-2%	-17%	-2%
CC(C)(C)c1cc(S(=O)(=O)CCc2ccccn2)cc(C(C)(C)C)c1F	1	0%	?	-16%	-4%	1%	-8%	-7%	-8%	?	-6%
CCOC(=O)C1CCN(C(=O)c2cc3cc4ccc(OC)cc4nc3o2)CC1	-13	4%	?	6%	111%[activator]	-3%	-1%	4%	?	24%	0%
CCOC(=O)N1CCN(C(=O)c2ccc3c(c2)N=C(CC)c2cc(C)ccc2S3)CC1	-43	10%	-1%	-20%	-3%	1%	3%	12%	?	-11%	-7%
Cc1ccc2nc(SCC(=O)NCc3ccccc3Cl)nc(=O)n2c1	-2	0%	-15%	3%	/	4%	-2%	8%	6%	-6%	0%
Cc1cccc(NC(=O)Nc2ccc(S(N)(=O)=O)cc2)c1	4	-7%	1%	-1%	1%	0%	-8%	1%	?	16%	-10%
CCNC(=O)C1CC(=O)N(c2ccc(Br)cc2)C1 (stereo not given)	4	5%	-1%	-14%	4%	1%	-2%	-3%	18%	23%	1%

Compound	TSHR antag	AT treatment	BCR signal inh	Eya2 inh	S-ASM inh	TSG101-PTAP inh	TCR activator	Mito fusion yeast	ELG1 DNA repair	Integrin act MD	Tb PFK inh
Cc1ccc(S(=O)(=O)Nc2ccc3c(c2)C(=O)N([C@H](C)CO)C[C@H](C)[C@@H](CN(C)Cc2ccccc2)O3)cc1	2	0%	1%	20%	-4%	0%	0%	/	15%	1%	3%
Cc1onc(-c2ccccc2)c1-c1csc(N/N=C/c2ccccc2Cl)n1	-13	4%	16%	-2%	-7%	0%	-4%	-17%	-4%	-2%	2%
Cc1csc(SCC(=O)Nc2cc(S(=O)(=O)N3CCOCC3)ccc2N2CCOCC2)n1	-3	-36%	-2%	13%	3%	-2%	-3%	-5%	-3%	1%	5%
CC(C)CC(=O)Nc1nnc(CSCc2ccc(F)cc2)s1	-9	-1%	8%	19%	-2%	0%	-17%	-4%	-28%	?	1%
O=C(COC(=O)c1c(F)cccc1F)Nc1ccc(N2CCCCC2)cc1	-8	3%	?	3%	1%	-8%	17%	/	22%	0%	3%
COCCCNC(=O)C1CCN(C(=O)c2cc3sccc3n2Cc2ccc(F)cc2)CC1	30	/	1%	-33%	0%	-3%	4%	4%	?	-29%	-1%
CCCCN1CC(=O)N2[C@H](c3ccc(Cl)cc3)[C@@H]3C(=O)N(CC)C(=O)[C@@H]3[C@]2(Cc2ccccc2)C1=O	19	-7%	7%	9%	1%	1%	-10%	4%	-2%	5%	1%
CCOc1ccc(C(=O)N2CCN(CC(=O)N3CCCC3)CC2)cc1OCC	7	12%	4%	3%	0%	-10%	-5%	-3%	?	-22%	-5%

Whole records, quoted from the list:
CC(C)CC(=O)Nc1nnc(CSCc2ccc(F)cc2)s1 is entered as TSHR antag = -9; AT treatment = -1%; BCR signal inh = 8%; Eya2 inh = 19%; S-ASM inh = -2%; TSG101-PTAP inh = 0%; TCR activator = -17%; Mito fusion yeast = -4%; ELG1 DNA repair = -28%; Integrin act MD = ?; Tb PFK inh = 1%
Cc1ccc(S(=O)(=O)Nc2ccc3c(c2)C(=O)N([C@H](C)CO)C[C@H](C)[C@@H](CN(C)Cc2ccccc2)O3)cc1 is entered as TSHR antag = 2; AT treatment = 0%; BCR signal inh = 1%; Eya2 inh = 20%; S-ASM inh = -4%; TSG101-PTAP inh = 0%; TCR activator = 0%; Mito fusion yeast = /; ELG1 DNA repair = 15%; Integrin act MD = 1%; Tb PFK inh = 3%

Further compounds follow.
Compound	TSHR antag	AT treatment	BCR signal inh	Eya2 inh	S-ASM inh	TSG101-PTAP inh	TCR activator	Mito fusion yeast	ELG1 DNA repair	Integrin act MD	Tb PFK inh
Cc1cc(NC(=O)NCC(F)(F)F)no1	3	-8%	-5%	-2%	2%	1%	0%	-1%	4%	-15%	1%
CCc1c(C)sc(NC(=O)c2cccs2)c1C(=O)OC(C)C	-4	8%	3%	-7%	21%	-2%	3%	3%	-19%	-24%	3%
CC(=O)c1cccc(N(CC(=O)Nc2ccccc2F)S(C)(=O)=O)c1	-1	3%	-1%	0%	3%	-3%	-5%	-2%	5%	16%	10%
CC1CCN(C(=O)c2ccc3c(c2)NC(=O)/C(=C/c2ccccc2)S3)CC1	1	-2%	-3%	0%	-11%	1%	6%	-26%	13%	-51%[inhibitor]	-1%
O=C(c1scc2c1CCCC2)N1CCCCC1	-3	1%	?	8%	0%	-7%	2%	2%	2%	0%	-1%
Cc1cccc(NS(=O)(=O)c2cccc(C(=O)NCCCN3CCOCC3)c2)c1	7	-4%	9%	-18%	1%	-5%	-4%	-4%	-6%	-13%	0%
CCCn1c(=NC(=O)c2ccco2)c(C(=O)OCC)cc2c(=O)n3ccccc3nc21	7	2%	8%	-14%	357%[activator]	-4%	10%	9%	1%	-13%	13%
CCCOc1c(Cl)cc(/C=N/O)cc1OCC	-9	-2%	?	-37%	-4%	-5%	-4%	-1%	10%	27%	2%
COC(=O)CSc1nnc(CNC(=O)c2cccs2)n1-c1cccc(C)c1	-6	0%	-2%	-10%	0%	-5%	6%	-4%	12%	-12%	1%
